Screening data as filed in PubChem BioAssay.
OXTR agonist – activates the human oxytocin receptor | activation, % at 3 µM | actives 0.32% (n = 320,000) | AID 2435 | P30559 | CHO-OTR cells, Fluo-8 calcium fluorescence; normalized: DMSO 0%, oxytocin 100%;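 active = activation above the mean of all tested compounds plus 3 SD, cutoff set per screening run, cut at about 20% in these data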;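 also: peak over basal fluorescence ratio from a 100 s FLIPR kinetic read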
CHO-K1 Ca antag – nonselective inhibitor or artifact in parental CHO-K1 cells | ATP-induced calcium, Fluo-8 fluorescence | inhibition, % at 3 µM | actives 0.6% (n = 360,000);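 active = inhibition above a per-plate cutoff, the plate's mean sample inhibition plus 3 SD, cut at about 24% in these data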;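 also: 0% = DMSO plus EC80 ATP and 100% = DMSO alone without ATP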
TAAR1 antag – antagonists of human TAAR1 | Q96RJ0 | CHO RD-HGA16 TAAR1, Fluo-8 calcium fluorescence, antagonist | inhibition, % at 3 µM | actives 1.5% (n = 360,000) | AID 624466;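 active = inhibition above a per-plate cutoff, the mean inhibition of test compounds on that plate plus 3 SD, cut at about 49% in these data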;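 also: 0% = DMSO plus EC80 beta-PEA response and 100% = DMSO alone without agonist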
Target sequence (Q96RJ0 whole entry, looked up): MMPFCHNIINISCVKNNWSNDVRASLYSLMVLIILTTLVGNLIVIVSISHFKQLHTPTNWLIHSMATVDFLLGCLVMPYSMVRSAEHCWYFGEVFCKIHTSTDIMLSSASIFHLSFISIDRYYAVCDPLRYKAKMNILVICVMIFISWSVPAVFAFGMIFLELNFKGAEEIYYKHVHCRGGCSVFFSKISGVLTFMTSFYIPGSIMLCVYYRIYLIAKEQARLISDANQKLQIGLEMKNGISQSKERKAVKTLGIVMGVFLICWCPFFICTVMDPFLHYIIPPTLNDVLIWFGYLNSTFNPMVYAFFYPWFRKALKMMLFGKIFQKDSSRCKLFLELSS
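Material: CHO RD-HGA16 cells bearing hTAAR1; compound dosing: one-point dosing, 3 µM nominal final; schedule: dye loading 75 min at 37 °C, then 30 min room temperature; measured by: calcium fluorescence with Fluo-8; control set: vehicle and agonist controls; replication: n of 1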
GPR7 antag – blocks human GPR7 receptor signaling | GPR7-expressing cells, fluorescence antagonist assay | AID 1861 | actives 1.1% (n = 290,000) | P48145 | inhibition, % at 4.4 µM; in the data active = inhibition above about 16%, passing the limit was not always enough;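 also: cells stimulated with the agonist NPW; 0% = agonist with vehicle and 100% = vehicle without agonist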
CHO-K1 Ca ag – M1 agonist counterscreen hit in parental CHO-K1 cells; Fluo-8 calcium fluorescence; scaled to maximal ATP response, vehicle zero; activation, % at 3 µM; actives 0.48% (n = 360,000); in the data active = activation above about 15%;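 also: untransfected CHO-K1 host cells lacking M1 receptor as counterscreen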
OXTR potentiator – potentiators of human oxytocin receptor; P30559; activation, % at 3 µM; actives 0.061% (n = 320,000); CHO-OTR cells, Fluo-8 calcium fluorescence, potentiator mode; 0% = oxytocin EC15, 100% = EC100;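 active = activation above that plate's cutoff, the mean activation of tested compounds plus 3 SD, cut at about 6.6% in these data, passing the limit was not always enough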;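 also: 100% uses oxytocin at 75 nM as the full agonist control; some results filed as inactive read as strong as hits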
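test system = CHO-OTR cells, human receptor | compound = single-point 3.0 µM | schedule = 6 min compound pre-incubation at room temperature, 100 s kinetic read | signal = Fluo-8 no-wash calcium dye fluorescence, excitation 470-495 nm, emission 515-575 nm | repeats = single well per compound, singlicate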
V1R ag counter – V1a receptor agonism, counter-screen for OXTR agonists. P37288. CHO-V1R cells, Fluo-8 calcium fluorescence, agonist mode; 0% DMSO, 100% 3 nM vasopressin. activation, % at 3 µM. actives 0.25% (n = 320,000). AID 2797;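 active = activation above the mean activation of all tested compounds plus 3 SD, per screening run, cut at about 20% in these data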;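 also: signal is peak over basal fluorescence ratio across a 100 second FLIPR read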
Target sequence (P37288 whole entry, looked up): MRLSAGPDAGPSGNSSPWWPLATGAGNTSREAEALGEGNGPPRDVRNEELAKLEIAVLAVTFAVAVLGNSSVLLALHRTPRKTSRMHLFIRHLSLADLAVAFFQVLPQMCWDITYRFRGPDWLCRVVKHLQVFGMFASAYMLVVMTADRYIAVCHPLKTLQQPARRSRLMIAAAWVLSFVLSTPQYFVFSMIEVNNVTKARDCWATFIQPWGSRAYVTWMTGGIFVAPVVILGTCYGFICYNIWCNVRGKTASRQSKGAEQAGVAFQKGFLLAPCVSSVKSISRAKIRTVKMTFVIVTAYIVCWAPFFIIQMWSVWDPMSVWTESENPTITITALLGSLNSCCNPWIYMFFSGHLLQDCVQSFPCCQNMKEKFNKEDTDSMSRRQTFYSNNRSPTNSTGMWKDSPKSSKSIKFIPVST
CHO parental Ca – counter-screen: ATP calcium response change in parental CHO cells. parental CHO-K1, ATP-induced calcium, Fluo-8 fluorescence. inhibition, % at 5.6 µM. actives 0.63% (n = 330,000). AID 463079;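 active = inhibition above that plate's mean sample inhibition plus 3 SD, cut at about 26% in these data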;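 also: 0% = ATP-challenged DMSO wells and 100% = DMSO wells without ATP; some compounds past the cut are filed as inactive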
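Measured by: calcium-sensitive Fluo-8 fluorescence / Test system: CHO parental line / Controls: ATP-challenged DMSO wells low, unchallenged DMSO wells high / Measure: % inhibition / Compound: single nominal dose of 5.6 µM per compound / Replicates: single well per compound, no replicates / Reagent: ATP as calcium-mobilizing challenge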
M1 PAM parental – M1 PAM counterscreen hit in parental CHO-K1 cells. ATP EC20, Fluo-8 calcium fluorescence; 0% at ATP EC20, 100% at ATP max. activation, % at 3 µM. actives 0.02% (n = 360,000). AID 602247;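 active = activation above the run cutoff, the mean activation of all test compounds plus 3 SD, cut at about 40% in these data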;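 also: peak over basal fluorescence ratio in a 140 s read after ATP addition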
An asterisk follows results filed as active; . = not tested or not shown.

structure	OXTR agonist	CHO-K1 Ca antag	TAAR1 antag	GPR7 antag	CHO-K1 Ca ag	OXTR potentiator	V1R ag counter	CHO parental Ca	M1 PAM parental
CCOC(=O)c1ccccc1NC(=O)CN(c1ccccc1OC)S(C)(=O)=O	-2.0	7	-5	-13	-0.1	-1	-0.3	-17	-7
Cc1cc(C(=O)NCC(C)C)c2ccccc2n1	1.1	-8	-13	8	0.0	-3	-0.1	1	8
O=C(N/N=C/c1coc2ccc(Cl)cc2c1=O)c1ccncc1	.	5	-13	-9	0.8	.	.	.	1
CCOc1ccc(-c2cc(C(=O)NCCCN3CCN(CC)CC3)c3ccccc3n2)cc1	1.6	-13	2	12	1.6	-4	0.2	-27	4
Cc1ccc(C(=O)OCC(=O)c2c(N)n(C)c(=O)n(C)c2=O)cc1S(=O)(=O)N1CCCCC1	-0.7	-4	-2	5	0.9	-7	0.8	-15	-1
O=C(NC1CCCCC1)C(c1cc2c(cc1[N+](=O)[O-])OCO2)N1CCCCC1 (stereo unspecified)	-1.0	.	.	-10	.	2	-0.1	-13	.
COc1ccccc1CNC(=O)c1cc2sccc2n1C	-1.9	-7	.	6	0.7	-6	-0.9	-12	10
CCN(CC)c1ccc(S(=O)(=O)N2CCOCC2)cc1NC(=O)Nc1ccccc1	0.6	1	47	.	-0.2	-9	2.6	-31	-6
CC(=O)C1=C(C)NC(SCC(=O)c2ccc(Cl)cc2)=C(C#N)C1c1ccco1 (stereo unspecified)	1.5	-2	12	-3	-0.2	-6	-0.2	-10	7
CC(=O)C1=C(O)C(=O)N(Cc2cccnc2)C1c1ccccc1 (stereo unspecified)	-0.1	15	4	-9	-0.3	3	0.6	4	-12
c1ccc(N2CCN(c3nc(-c4cccs4)nc4ccccc34)CC2)cc1	-1.7	-10	-7	-14	0.0	-11	3.5	-32	20
Cn1ccs/c1=N\C(=O)Nc1cccc(C(F)(F)F)c1	-1.4	-5	5	-11	-0.4	-7	0.6	-18	-4
COc1ccccc1CNC(=O)c1oc2ccc(S(=O)(=O)N3CCCC3)cc2c1C	-0.3	-18	.	-15	2.8	-4	1.3	-34	28
COc1ccc(C(=S)N2CCCCC2)cc1Br	-3.0	-7	-5	10	0.4	-12	-0.1	-8	24
CC(=O)c1ccc2c3c(cc(C)c2c1)CCCC3	.	-9	-23	.	0.2	.	.	.	8
O=C(NCCSc1c[nH]c2ccccc12)c1ccco1	-1.6	0	-17	-5	1.5	0	-0.1	2	18
O=C(NCC(c1ccco1)N1CCc2ccccc2C1)c1ccc(Cl)cc1 (stereo unspecified)	-2.0	10	34	.	-0.6	-1	-0.5	-18	-19
CCOc1cc(C)c(C(C)C)cc1S(=O)(=O)NCc1ccccn1	-1.0	-4	-12	-4	0.4	3	0.0	-12	17
COC(=O)[C@@]1(Cc2ccc(F)cc2)[C@H]2c3cc(C(=O)N(C)C)n(CCN4CCOCC4)c3C[C@H]2CN1C(=O)c1ccccc1	.	-17	-1	.	0.1	.	.	.	15
CN(C(=O)COC(=O)c1cc(=O)[nH]c2ccccc12)c1c(N)n(Cc2ccccc2)c(=O)[nH]c1=O	0.5	-12	-20	.	1.8	-6	-1.1	-20	9
CC(C)CC1(C)NC(=O)N(CC(=O)Nc2cccc(S(=O)(=O)N(C)c3ccccc3)c2)C1=O (stereo unspecified)	0.0	1	28	-5	0.3	0	0.9	-22	0
O=C(CCC1CCCC1)Nc1ccc([N+](=O)[O-])cn1	-2.5	-5	3	-2	0.1	4	-0.8	-5	7
COc1ccc(C(=O)O/N=C(/c2ccccc2)c2ccncc2)cc1OC	1.5	11	35	3	4.7	-9	-0.1	-15	-11
COc1ccc(CN(C(=O)c2cc(=O)c3ccccc3o2)C2CCS(=O)(=O)C2)cc1OC (stereo unspecified)	-0.1	-19	-31	-4	1.0	-8	0.3	2	13
O=C(COC(=O)c1ccccc1NC(=O)c1ccco1)NCC1CCCCC1	-1.2	-2	8	11	1.6	-7	-1.2	-17	-4
CNC(=O)c1ccc(OC2CSC2)cc1	-0.9	-8	11	-12	0.0	-12	0.1	-19	14
Oc1ccc(CCc2n[nH]c(=S)n2-c2ccc(F)cc2)cc1	2.9	-5	-6	4	0.6	-2	1.0	-28	2
COc1cc(/C=C/C(=O)OCC(=O)N2CCN(S(=O)(=O)c3ccc(C)cc3C)CC2)ccc1OC(F)F	.	-12	3	.	0.9	.	.	.	-10
CCOC(=O)CSc1nn(C)c(=S)s1	0.4	4	6	-7	0.1	-5	0.0	1	-4
O=CN1CCN(CC(O)Cn2c3ccccc3c3ccccc32)CC1 (stereo unspecified)	0.2	-6	-1	-8	1.2	-3	1.4	-8	23
O=C(c1ccc(NC2=NC3CS(=O)(=O)CC3S2)cc1)N1CCc2ccccc2C1 (stereo unspecified)	-0.5	8	13	-2	0.2	-6	-0.6	4	-3
Cc1ccccc1-n1c(N)cc(=O)[nH]c1=S	0.7	-12	-15	-9	0.3	-8	0.5	2	5
CCCc1nn(C)c(C(=O)Nc2ccc(CC)cc2)c1Cl	-2.9	-13	.	-2	0.1	-7	-1.3	-26	13
CN1C=CC=C/C1=C1/N=C(c2ccccc2)OC1=O	0.1	-11	-3	3	0.1	-6	0.3	-4	12
Cc1cccc(CCNC(=O)C2CCC(=O)N(Cc3ccc(Cl)cc3)C2)n1 (stereo unspecified)	0.0	-7	-14	-8	1.4	-4	0.1	-13	12
O=C(N/N=C\c1ccc2c(c1)OCO2)c1ccc(Cn2cc(Br)c([N+](=O)[O-])n2)o1	-1.4	-7	8	-1	0.4	-5	0.7	-4	14
Cc1cccn2c(=O)c(C=O)c(N3CCCCC3)nc12	-1.4	15	-17	-10	-0.4	-12	-0.1	-4	-8
CCOC(=O)c1oc2ccc(/C=N/O)c(Cl)c2c1C	-0.9	-2	-11	-1	0.8	-11	-0.4	-7	2
c1ccc(OCCOCCN2CCN(C(c3ccccc3)c3ccccc3)CC2)cc1	-0.5	-9	-3	12	0.9	-4	0.5	-21	13
O=C(NNC(=O)C1CC1)c1ccc(F)cc1F	0.3	-7	-19	.	0.1	-4	1.9	0	6
CCCCCCn1c(SCCC)nc2c1c(=O)[nH]c(=O)n2C	-1.2	-3	-15	15	0.1	-11	-0.1	-11	6
O=C(CSc1nc2ccccc2c(=O)[nH]1)Nc1nc(-c2ccc(Br)cc2)cs1	0.4	-5	-9	1	0.9	-8	-0.1	-7	0
Cn1c(Cn2c3ccccc3c3ccccc32)n[nH]c1=S	1.6	1	-18	-1	0.9	-6	-0.2	-16	2
O=C(CSc1nnc(COc2ccccc2)n1Cc1ccco1)NCc1ccco1	-0.7	-17	-10	6	0.2	-11	0.3	-13	15
O=C(NCCN1CCN(C(=O)c2ccc(F)cc2)CC1)c1ccc(F)cc1	-0.2	-8	-11	-6	0.0	-3	1.2	4	3

Part of the list above, with values under each structure.
Order of values: OXTR agonist, CHO-K1 Ca antag, TAAR1 antag, GPR7 antag, CHO-K1 Ca ag, OXTR potentiator, V1R ag counter, CHO parental Ca, M1 PAM parental
CCOC(=O)c1ccccc1NC(=O)CN(c1ccccc1OC)S(C)(=O)=O
→ -2.0, 7, -5, -13, -0.1, -1, -0.3, -17, -7
CC(C)CC1(C)NC(=O)N(CC(=O)Nc2cccc(S(=O)(=O)N(C)c3ccccc3)c2)C1=O (stereo unspecified)
→ 0.0, 1, 28, -5, 0.3, 0, 0.9, -22, 0

Additional structures
structure	OXTR agonist	CHO-K1 Ca antag	TAAR1 antag	GPR7 antag	CHO-K1 Ca ag	OXTR potentiator	V1R ag counter	CHO parental Ca	M1 PAM parental
O=C(COc1ncnc2ccccc12)N1CCN(S(=O)(=O)c2ccccc2)CC1	-1.1	-20	-10	-16	1.2	-18	-0.8	-10	22
Cc1ccc(NC(=O)C2c3ccccc3-c3ccccc32)cc1	.	1	-19	.	-0.1	.	.	.	-3
CC(C)(C)c1ccc(/C=C2\Oc3c(ccc(O)c3CN3CCN(CCO)CC3)C2=O)cc1	2.1	-2	-6	-10	1.3	4	1.6	-7	4
O=C(O)c1c2c(nc3ccccc13)/C(=C/c1ccc(OC(F)F)cc1)CCC2	2.0	-9	11	5	-0.1	-1	1.0	7	2
Cc1nnc(SCC(=O)Nc2ccc(Br)cn2)[nH]c1=O	0.3	-12	-17	-18	-0.2	-11	-0.2	2	19
O=C(Cc1cccc2ccccc12)NCCOc1ccccc1F	-2.5	10	-7	2	-0.1	-9	-0.8	-4	1
Cc1ccc(S(=O)(=O)NC(=NC(C)C(=O)O)c2ccccc2)cc1 (stereo unspecified)	0.5	-2	6	-1	0.0	-9	1.0	-4	7
CC(C)CN(C(=O)CN(C)C(=O)Cc1ccc(Cl)cc1)c1c(N)n(CC(C)C)c(=O)[nH]c1=O	-0.8	0	-12	.	-0.1	-12	0.9	-41	-6
Cc1ccc(S(=O)(=O)N2CC3(O)CN(C(=O)OC(C)C)N(C(=O)OC(C)C)CC3(OC(=O)NCC3CCCCC3)C2)cc1 (stereo unspecified)	.	-9	45	.	3.3	.	.	.	16
O=C(COC(=O)CC1CC2CCC1C2)Nc1ccc(F)cc1 (stereo unspecified)	-1.3	7	-9	-12	3.5	-15	2.4	19	6
CNC(=O)NC(=O)C(c1ccccc1)N(C)CC1COc2ccccc2O1 (stereo unspecified)	-1.2	-11	-10	-12	0.8	-7	-1.0	-17	15

This is a random part of the collection; about 3.5% have a hit in one of these screens.
